Screens deposited in PubChem by several laboratories.
M17LAP inhibition = P. falciparum M17LAP inhibitors, primary screen, biochemical, fluorogenic H-Leu-NHMec substrate, 1536-well (AID 1619); recombinant M17LAP, H-Leu-NHMec fluorogenic kinetic assay; higher % means a stronger effect; one-dose inhibition, % at 30 µM; IC50 in µM for titrated hits; actives 0.38% (n = 220,000);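 active = compound inhibiting the enzyme by more than half at any dose during confirmatory dose-response retesting; inconclusive = strong single-dose inhibitors picked by rank but not retested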;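 also: plate controls were full reaction with DMSO carrier for no effect and no enzyme background for full effect; strong numbers were not always called active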
KOR beta-arrestin-1 = KOR antagonists, beta-arrestin recruitment, cell-based, luminescence, uHTS (AID 1778); KOR beta-arrestin recruitment, luminescence, antagonist mode; higher % means a stronger effect; inhibition, % at 10 µM; hits with a dose series show IC50 in µM; actives 0.091% (n = 290,000); also: strong numbers were not always called active
Dynein transport = dynein cargo transport inhibition | z-score, hits read low | actives 0.47% (n = 220,000) | 3617.4 mouse cells, GR-EGFP nuclear translocation imaging; test concentration mostly 20 µM; stimulated with dexamethasone, 1 µM; stronger effect = lower value | AID 1381;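 active = plate z-score of nuclear minus cytoplasmic receptor signal below a set negative limit, without overly bright fluorescence or cell loss, cut at about -3.5 in these data, passing the limit was not always enough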;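 also: z-score of nuclear minus cytoplasmic ring GR-EGFP intensity difference per well; some compounds called inactive have numbers as strong as hits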
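medium = tetracycline-free induction medium containing charcoal-stripped FBS | also added = 1.0 µM final dexamethasone stimulus | schedule = 48 h induction, 1 h compound, 30 min dex at 37 °C | technique = fixed, Hoechst-stained cells imaged at 10x for EGFP | measure = GR-EGFP nuclear translocation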
AID2073 = disruptors of CaV2.2 binding to Mint1 – biochemical, HTRF (AID 2073). HTRF protein-protein interaction, Mint1-CaV2.2; higher % means a stronger effect. inhibition, % at 20 µM, or IC50 in µM where a hit was titrated. actives 0.19% (n = 290,000); in the data active = inhibition mostly above about 51%, no sharp cut-off; inconclusive = no clear call, values can overlap the other calls; inactive = mostly below about 53%; also: some results filed as inactive read as strong as hits
HEK293 NOD2/NF-kB = NOD2 signaling inhibitors, cell-based, luminescence, uHTS, HEK293 (AID 1566); actives 0.63% (n = 290,000); inhibition, % at 4 µM; hits with a dose series show EC50 in µM; HEK293 NOD2/NF-kB luciferase reporter, luminescence; higher % means a stronger effect; also: many of its hits are not listed in these tables
NOD1 inhibition = NOD1 signaling inhibitors, primary screen, cell-based, luminescence, uHTS (AID 1578); NOD1-driven NF-kB luciferase reporter cells, luminescence; higher % means a stronger effect; inhibition, % at 4 µM; hits with a dose series show EC50 in µM; actives 1% (n = 290,000); in the data active = inhibition mostly above about 36%, no sharp cut-off; inactive = mostly below about 34%;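 also: HEK-293T reporter cells stimulated with the NOD1 agonist gamma-tri-DAP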
P. falciparum M1AAP = malaria alanyl aminopeptidase activity blockers – biochemical, fluorogenic H-Leu-NHMec substrate, 1536-well (AID 1445). actives 0.42% (n = 220,000). inhibition, % at 30 µM, or IC50 in µM where a hit was titrated. recombinant M1AAP, H-Leu-NHMec fluorogenic kinetic assay; higher % means a stronger effect;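 active = primary inhibition above the hit cutoff, then over 50% inhibition at one or more dose response concentrations, cut at about 23% in these data, passing the limit was not always enough; inconclusive = conflicting primary data, or primary hits not chosen for dose response; inactive = low primary inhibition, or under 50% at every dose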;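 also: plate controls were DMSO full reaction for no effect and no enzyme background for full effect; strong numbers were not always called active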
GPR55 beta-arrestin = GPR55 agonists via beta-arrestin recruitment, primary screen, imaging, U2OS cells, beta-arrestin-GFP redistribution (AID 1961); U2OS GPR55 beta-arrestin-GFP redistribution imaging; higher % means a stronger effect; one-dose activation, % at 10 µM; EC50 in µM for titrated hits; actives 0.048% (n = 290,000);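 active = activation above 40% with more than 50 cells counted in the well; inconclusive = wells holding fewer than 50 cells, flagged as toxic or sparse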;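 also: U2OS osteosarcoma cells stably expressing GPR55 and beta-arrestin-GFP; plate controls were DMSO negative control for no effect and LPI positive control for full effect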
KOR beta-arrestin-2 = KOR agonists, beta-arrestin recruitment, primary screen, cell-based, luminescence, uHTS (AID 1777). activation, % at 10 µM; hits with a dose series show EC50 in µM. actives 0.02% (n = 280,000). KOR beta-arrestin recruitment, luminescence; higher % means a stronger effect; in the data active = activation above about 50%, passing the limit was not always enough; also: a part of the inactive calls stands beside numbers as strong as those of hits
Dynein transport cytoplasmic EGFP = also measured in Dynein transport; calls as there; z-score; measured here: cytoplasmic GR-EGFP intensity; stronger effect = higher value
Dynein transport nuclear GR-EGFP = further read-out of Dynein transport, marked with its call; z-score; measured here: nuclear GR-EGFP intensity;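 lower value marks the stronger effect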
Dynein transport cell count = recorded beside Dynein transport, whose call it bears; z-score; measured here: cell count per field
* marks the source's active call; other numbers are inactive results; ? = inconclusive; nt = no result given; [ ] = another dose, or the depositor's remark. Rule as the data show it, unless noted: active = inhibition above about 50%; inactive = the rest. These rows are one share of the data; rates above refer to the full screens.

SMILES | M17LAP inhibition | KOR beta-arrestin-1 | Dynein transport | Dynein transport cytoplasmic EGFP | Dynein transport nuclear GR-EGFP | Dynein transport cell count | AID2073 | HEK293 NOD2/NF-kB | NOD1 inhibition | P. falciparum M1AAP | GPR55 beta-arrestin | KOR beta-arrestin-2
CCc1nnc(NC(=O)CSc2nnc(-c3ccco3)n2C)s1 | 3% | 13% | -0.25 | -0.2 | -0.31 | 1 | 10% | 10% | -12% | 1% | 0.2% | 47%
N#CNC(=Nc1cccc(F)c1)SCc1ccccc1 | -14% | -12% | -0.31 | -0.32 | -0.51 | 0.64 | -4% | 8% | -34% | 3% | 0.1% | 4.5%
c1ccc(CSc2nnc(Cc3ccccc3)o2)cc1 | 4% | -24%[20 µM] | -0.9 | -0.036 | -0.32 | 1.1 | 2% | -44% | -25% | 0% | -0.1% | 0.3%
Cn1nc(-c2ccc(C(=O)NC3CCCCC3)cc2)c2ccccc2c1=O | nt | 3% | nt | nt | nt | nt | 2% | 13% | -24% | nt | 0.0% | -1.0%
O=C(N/N=C/c1ccccn1)c1c[nH]c2ccccc12 | 8% | -6% | -0.81 | -0.26 | -0.36 | 0.8 | 16% | -36% | -7% | 17% | -0.2% | -1.5%
FC(F)(F)c1ccc(-n2cnc3ccccc32)nc1 | nt | 3% | nt | nt | nt | nt | 41% | 1% | -2% | nt | -0.2% | 7.1%
COc1ccccc1/C=N/NC(=O)CC(=O)NC1CCCCC1 | -6% | -7% | -0.25 | -0.27 | -0.016 | 0.36 | -8% | 19% | -31% | -8% | 0.0% | -2.3%
Brc1ccc(Oc2ncc(CN3CCN(c4ccccc4)CC3)s2)cc1 | -3% | -21% | -0.01 | -0.14 | 0.32 | -0.016 | -7% | 10% | 14% | 6% | -0.2% | 0.6%
Cc1ccc(S(=O)(=O)N2CCN(CC(=O)N3CCOCC3)CC2)cc1 | nt | -22% | nt | nt | nt | nt | 16% | 17% | -14% | nt | -0.1% | -0.6%
COc1ccc(-c2noc(C(C)NS(=O)(=O)c3ccc(NC(C)=O)cc3)n2)cc1 (centres undefined) | nt | -5% | nt | nt | nt | nt | 7% | 21% | -12% | nt | -0.4% | -3.3%
C/C(=N\NC(=O)CN(c1ccc(Oc2ccccc2)cc1)S(C)(=O)=O)C(C)(C)C | -2% | -2% | -0.2 | -0.096 | 0.18 | -0.05 | ? | -10% | -32% | -2% | 0.1% | 8.5%
N#Cc1ccccc1NC(=S)NC(=O)c1cccnc1 | nt | 7% | nt | nt | nt | nt | -12% | 4% | -26% | nt | -0.1% | -0.3%
CC(C)CCN1CC(O)=C(c2nc3ccccc3[nH]2)C1=N | 3% | -28% | 1.4 | -0.19 | 1.4 | -0.13 | 2% | -31% | -10% | -22% | -0.1% | -0.4%
CCOc1ccccc1NC(=O)Cn1nnc(C(=O)NCc2ccc3c(c2)OCO3)c1N | nt | -59% | nt | nt | nt | nt | 14% | -21% | 43% | nt | -0.1% | 4.9%
COc1ccc2[nH]c(C(=O)O)c(CCNC(=O)/C=C/c3ccc(O)c(OC)c3)c2c1 | nt | -23% | nt | nt | nt | nt | 4% | -6% | -11% | nt | 0.0% | -3.6%
CCOC(=O)CC1COc2ccccc2N1C(=O)c1ccc(C)cc1 (centres undefined) | 13% | -5% | -0.2 | -0.2 | -0.4 | 0.077 | 11% | 23% | -2% | 0% | 0.3% | -2.6%
Cc1c(C(=O)N/N=C/c2ccc(O)cc2)sc(=S)n1C | 3% | 3% | -0.18 | -0.26 | -0.034 | 0.63 | -5% | 5% | -17% | 7% | -0.1% | 6.8%
COc1cnn(-c2ccccc2)c(=O)c1SCc1ccc(Cl)c(Cl)c1 | 4% | 15% | 0.71 | -0.17 | 1 | -0.023 | -14% | 4% | -50% | 3% | -0.1% | 1.8%
COc1ccc(OC)c(CCNC(=O)CC2(CC3=NS(=O)(=O)c4ccccc4N3)CCCC2)c1 | nt | -16%[20 µM] | nt | nt | nt | nt | 8% | 6% | 4% | nt | -0.1% | 0.7%
Cc1csc(NC(=O)C2CCCO2)n1 (centres undefined) | 5% | 9% | 0.1 | -0.29 | 0.21 | 0.42 | 7% | 14% | 2% | 3% | -0.2% | -2.5%
CCOC(=O)C(=CNc1cc(C(F)(F)F)ccc1N1CCOCC1)C(=O)OCC | -1% | 10% | 0.76 | -0.23 | 0.14 | -0.48 | 3% | 14% | 4% | 1% | -0.2% | 2.1%
COC(=O)C1=C(C)N(Cc2ccco2)C(=O)N[C@H]1c1ccccc1 | 6% | 0% | -0.45 | -0.24 | 0.083 | 0.97 | 7% | 14% | 9% | -3% | -0.2% | -3.0%
COc1ccc(OC)c(NC(=O)c2nnn(CC(=O)Nc3ccc4c(c3)OCO4)c2N)c1 | nt | -55% | nt | nt | nt | nt | 51% | -17% | -34% | nt | -0.2% | -1.1%
O=C(Nc1ccc(NC(=O)C2CC2)nc1)c1ccncc1 | 3% | 21% | -0.38 | -0.27 | 0.12 | 0.0089 | 3% | 6% | 11% | 9% | 0.2% | -1.2%
COC(=O)c1ccc(Nc2cc(C)nc3nc(C)nn23)cc1 | 2% | -32% | 2.3 | -0.045 | 2.4 | -1.6 | 2% | 3% | 38% | -1% | -0.2% | 6.9%
CC(C)CC(C(=O)O)N1C(=O)[C@@H]2[C@H](C1=O)[C@@H]1C[C@H]2C(Br)C1Br (some centres undefined) | 42% | 37% | 1.3 | -0.24 | 0.8 | -1.4 | 6% | 6% | -18% | 7% | -0.2% | 2.9%
Clc1ccc(-c2nn3cnnc3s2)c(Cl)c1 | 7% | -15% | -0.93 | -0.21 | -0.13 | 0.45 | 4% | 0% | -26% | 1% | -0.1% | -0.6%
CSc1cccc(NC(=O)C(C)NS(=O)(=O)c2ccc(F)cc2)c1 (centres undefined) | -1% | -13% | -0.7 | 0.016 | -0.054 | 0.17 | 14% | 17% | -3% | 3% | -0.1% | 0.2%
CCC(C)(C)NC(=O)/C=C/c1cnc2ccccc2n1 | 27% | 8% | -1.2 | -0.16 | -0.92 | 0.81 | 8% | -66% | -57% | 9% | 0.3% | 1.0%
O=C(CSc1nnc(-c2cccnc2)n1Cc1ccco1)c1ccc2ccccc2c1 | 20% | 36% | -0.54 | -0.19 | -0.1 | 0.43 | 6% | 13% | 2% | 21% | -0.1% | 2.3%
O=C(O)C1(c2ccccc2)CCN(S(=O)(=O)c2cccs2)CC1 | 3% | -10% | -0.83 | -0.33 | -0.36 | 0.18 | -3% | 8% | -18% | 4% | -0.5% | -2.4%
CC12CCC(C(=O)N/N=C/c3ccc(O)cc3O)(OC1=O)C2(C)C (centres undefined) | 3% | -30% | -1 | -0.22 | -0.6 | 1.2 | 5% | 26% | 2% | 2% | 0.2% | -1.8%
Cc1ccc2cc(C)c(SCC(=O)Nc3cc(C)on3)nc2c1 | nt | -88% | nt | nt | nt | nt | -6% | 6% | -29% | nt | -0.1% | 3.9%
c1ccc(C2(Cn3ccc4ccccc43)OCCO2)cc1 | -2% | -25% | 1.4 | -0.25 | 1.4 | -0.88 | 8% | -1% | 5% | 10% | -0.4% | -0.6%
O=C(NCC(=O)N1CCN(c2ccccc2F)CC1)c1cccs1 | nt | 8% | nt | nt | nt | nt | 3% | -2% | -29% | nt | 0.3% | 3.3%
COc1ccc(/C=C(/NC(=O)c2ccco2)C(=O)N2CCOCC2)cc1 | nt | -13% | nt | nt | nt | nt | 6% | 5% | -17% | nt | -0.1% | 3.9%
CC(=O)N1CCc2[nH]c3ccc(C)cc3c2C1 | nt | -5%[20 µM] | nt | nt | nt | nt | 1% | 13% | -12% | nt | -0.1% | -2.6%
COc1ccc(O)c(/C=N/N2CCOCC2)c1 | 15% | 20% | 2.7 | -0.17 | 1.2 | -2.5 | -4% | -2% | -11% | 4% | -0.1% | 1.4%
O=[N+]([O-])c1ccc(S(=O)(=O)N/N=C/c2ccsc2)cc1 | nt | 48% | nt | nt | nt | nt | -10% | 14% | -22% | nt | -0.2% | -4.5%
O=c1[nH]c(C2CCN(S(=O)(=O)c3ccc4c(c3)OCCO4)CC2)nc2c1nnn2Cc1ccccc1 | nt | -31% | nt | nt | nt | nt | 38% | 19% | -6% | nt | 0.2% | -2.6%
COc1ccc(CCNS(=O)(=O)c2cn(C)c(=O)n(C)c2=O)cc1 | -1% | -14% | -0.091 | -0.27 | 0.062 | 0.58 | 2% | -10% | 13% | 0% | -0.3% | -3.1%
O=C(CSc1nncn1-c1cccnc1)Nc1ccccc1C(F)(F)F | nt | -7% | nt | nt | nt | nt | 5% | 12% | -4% | nt | -0.2% | -3.2%
CCN(CC)CCN(C(=O)c1ccc(N2C(=O)CCC2=O)cc1)c1nc2cc3c(cc2s1)OCCO3 | 1% | -24% | -0.63 | -0.35 | -0.54 | 0.42 | 13% | 2% | -25% | -2% | -0.3% | -0.8%
O=C(O)c1cc(-c2ccc(/C=N/Nc3ccc([N+](=O)[O-])cn3)o2)ccc1Cl | 10% | 9% | -0.79 | -0.35 | -0.69 | 0.01 | 7% | -4% | -68% | 13µM* | 0.1% | 1.0%
Cc1cc(=O)oc2cc(OCC(O)CN3CCc4ccccc4C3)ccc12 (centres undefined) | -38% | 0% | -0.22 | -0.21 | -0.27 | 0.23 | 1% | -7% | 6% | 5% | -0.2% | -0.7%
COc1ccc(Cn2nnnc2C(c2cccs2)N2CCCCCC2)cc1 (centres undefined) | -8% | -46% | -0.38 | -0.23 | -0.39 | 0.049 | 12% | -1% | -3% | 5% | -0.2% | 6.5%
COc1cc(C(=O)Nc2ccccc2C(=O)Nc2ccccn2)cc(OC)c1OC | nt | -50% | nt | nt | nt | nt | 12% | -3% | -4% | nt | 0.0% | 2.8%

Record cards, as listed above. Screens in order: M17LAP inhibition, KOR beta-arrestin-1, Dynein transport, Dynein transport cytoplasmic EGFP, Dynein transport nuclear GR-EGFP, Dynein transport cell count, AID2073, HEK293 NOD2/NF-kB, NOD1 inhibition, P. falciparum M1AAP, GPR55 beta-arrestin, KOR beta-arrestin-2
c1ccc(CSc2nnc(Cc3ccccc3)o2)cc1 is listed with 4%, -24%[20 µM], -0.9, -0.036, -0.32, 1.1, 2%, -44%, -25%, 0%, -0.1%, 0.3%
CCN(CC)CCN(C(=O)c1ccc(N2C(=O)CCC2=O)cc1)c1nc2cc3c(cc2s1)OCCO3 is listed with 1%, -24%, -0.63, -0.35, -0.54, 0.42, 13%, 2%, -25%, -2%, -0.3%, -0.8%
